Lipid storage S3 = qHTS Assay for Lipid Storage Modulators in Drosophila S3 Cells; Drosophila S3 cells, BODIPY lipid droplet fluorescence, 18-24 h; cells fed with added oleic acid; Potency in µM for hits, for the others lipid storage change, negative = inhibition, % at the top dose, mostly 46.1 µM; 320,000 compounds, 0.64% hits; active = well fitted inhibition curve with a large enough effect in the signal ratio, with a control signal flat, not every such curve was filed as active; inconclusive = small, poorly fitted or top-dose-only effect, or effect the other way, or a change in a side signal; the % refers to the signal ratio
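Laser-scanning cytometry quantifies lipid droplet accumulation (500–530 nm total intensity; droplet/cell object ratio) in oleic acid-fed (400 uM added) Drosophila S3 cells treated with a concentration series. 20 uM Triacsin C defined 100% inhibition.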
Lipid storage S3 cell count max = further read-out of Lipid storage S3, marked with its call; cell number change, %; measured here: cell count max response;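 cells counted by Cell Tracker Red CMTPX staining in the red channel; peak over a dose series mostly up to 46.1 µM; percent activity relative to internal control wells on each plate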
Numbers without * were called inactive; i = inactive; ? = inconclusive; . = not tested or not shown; [ ] = remark or other dose. % is set by controls: 0 for no effect and ±100 for the full control effect; potency is the fitted concentration of half-maximal effect.

Fields: Lipid storage S3 | Lipid storage S3 cell count max
> COc1ccc(C(=O)ON=C2c3ccccc3-c3ccccc32)cc1OC
  ? | .
> NC(=O)c1ccc(NC(=O)COC(=O)c2c3c(nc4ccccc24)/C(=C\c2cccs2)CCC3)cc1
  ? | .
> N#Cc1cc2c(cc1NC(=O)CCn1cnnn1)OCO2
  ? | .
> CCOc1ccc(/C=C2\SC(=O)N(c3ccc(O)cc3)C2=O)cc1OC
  17% | -6
> O=C(O)CS/C(=C\c1ccc(F)cc1)c1nc2ccccc2s1
  ? | .
> OC1CCN(CC(O)C(F)(F)F)CC1 (stereo unspecified)
  -14% | -2
> O=C(CN(C(=O)C1CSC(=O)C1)c1cccc(F)c1)NCc1ccc2c(c1)OCO2 (stereo unspecified)
  ? | .
> CC(C)CC(c1nnnn1C1CCCCC1)N1CCN(C(=O)c2ccco2)CC1 (stereo unspecified)
  ? | .
> COc1ccc(Cl)cc1NC(=O)CCS(=O)(=O)c1ccc(C)cc1
  i | 29
> CC(=O)c1ccc(NC(=O)C2CC(c3ccc(F)cc3)=NO2)cc1 (stereo unspecified)
  ? | .
> c1ccc2oc(-c3ccn[nH]3)cc2c1
  6% | 16
> CCOC(=O)CSc1nnc(CSc2nc3sc4c(c3c(=O)[nH]2)CCCC4)n1-c1ccccc1
  ? | .
> CSc1cccc(NC(=S)N2CCCN(Cc3cccc(Cl)c3)C2)c1
  3% | 2
> Cc1cc(C(=O)NCc2ccc3c(c2)OCO3)n(-c2ccccc2)n1
  -4%[9.22 µM] | 2
> CCCn1c(=NC(=O)CS(=O)(=O)c2ccccc2)sc2cc(S(C)(=O)=O)ccc21
  i | .
> O=C(CNS(=O)(=O)c1ccccc1)OCc1cccc([N+](=O)[O-])c1
  -8% | 6
> Cc1cc(=O)[nH]c(SCc2cccc3ccccc23)n1
  2% | 3
> Cc1ccc(OCC(=O)N2N=C(c3cccnc3)CC2(O)C(F)(F)F)cc1C (stereo unspecified)
  2% | -3
> CCN(CC)c1ccc(/C=N/NC(=O)c2cccc(S(=O)(=O)N3CCOCC3)c2)cc1
  ? | .
> CCN(CC)S(=O)(=O)c1ccc2oc(SCc3ccc(F)cc3)nc2c1
  i | .
> O=C(CC(=O)Nc1cccc(Cl)c1)N/N=C\c1ccccc1
  3% | 14
> Cc1oc(-c2ccccc2F)nc1CS(=O)(=O)CC(=O)NCc1ccco1
  ? | .
> O=C(O)c1ccccc1C(=O)Nc1ccc(Oc2ccc3ccccc3c2)cc1
  13% | 25
> Cc1cc(OCC(=O)Nc2cccc(S(=O)(=O)N3CCCCC3)c2)ccc1Cl
  15% | -13
> Cc1ccc(-c2n[nH]c(=O)c3ccccc23)cc1S(=O)(=O)NC(C)(C)C
  ? | .
> O=C(Nc1ccc(F)cc1)C1C(c2ccccc2)C1(Cl)Cl (stereo unspecified)
  14% | 5
> O=C(NN1C(=O)c2ccccc2NC1c1ccccn1)c1ccc([N+](=O)[O-])cc1 (stereo unspecified)
  10% | 8
> COc1ccccc1NS(=O)(=O)c1cccc(C(=O)NNC(=O)C(NC(N)=O)C(C)C)c1 (stereo unspecified)
  -8% | -3
> CCOC(=O)c1c(C)n(-c2ccc(C)cc2)c2c(CC(C)=O)c(Br)c(OC)c(O)c12
  ? | .
> Cc1cc2c3c(c1)C1(C(=O)N3C(C)(C)CC2C)C(C#N)=C(N)Oc2cc(O)ccc21 (stereo unspecified)
  ? | .
> COc1ccc(/C=C2\CCOC2=O)cc1
  ? | -5
> O=C(CCn1c(=O)oc2ccccc21)N1CCN(C(c2ccccc2)c2ccccc2)CC1
  ? | .
> O=C(NC(Cc1ccccc1)C(=O)O)OCc1ccccc1 (stereo unspecified)
  ? | .
> Cc1nn(-c2ccccc2)c(Cl)c1CN(C(=O)CCl)c1ccc(Cl)cc1
  ? | .
> CCOC(=O)C1CCN(S(=O)(=O)c2ccc(OC)c(C(=O)N3CCCCCC3)c2)CC1
  ? | .
> N/C(=N\OC(=O)CCCc1ccccc1)c1cccnc1
  2% | .
> COc1ccc(C(=O)NNc2cc(C)nc(NNC(=O)c3ccc(OC)cc3)n2)cc1
  15% | 14
> CCn1c(=S)sc2c(=O)n(CC(=O)Nc3cccc(Br)c3)c(C)nc21
  i | -26
> O=C1C=C(Nc2cccc(O)c2)CC(c2ccco2)C1 (stereo unspecified)
  -1% | 3
> COc1ccc(OC)c(NC(=O)CSc2nnc(-c3ccco3)o2)c1
  ? | .
> CCC(C)[C@H](N)c1cn([C@@H](Cc2ccc(O)cc2)C(=O)N2CCNCC2)nn1 (stereo partly specified)
  0% | 18
> O=C(N/N=C1\CC(c2ccccc2)Oc2ccccc21)c1ccc(O)cc1 (stereo unspecified)
  -18% | .
> COc1cc(CC(=O)OCC(=O)c2c[nH]c3ccccc23)cc(OC)c1OC
  ? | .
> COc1cc(CN2CCCC(C(=O)c3ccc4c5c(cccc35)CC4)C2)cc(OC)c1O (stereo unspecified)
  ? | .
> COCC(=O)OCC(=O)Nc1cc([N+](=O)[O-])ccc1Cl
  ? | .
> COc1ccc([C@H]2CC(=O)C=C(c3ccc(OC)c(OC)c3)C2)cc1
  ? | .
> CN(C)S(=O)(=O)c1ccc(N2CCCC2)c(C(=O)N2CCN(S(=O)(=O)c3ccc(F)cc3)CC2)c1
  ? | .
> Cc1cc(C)cc(NC(=S)NCCN(C2CCCCC2)C2CCCC2)c1
  ? | .
> CSc1nc(-c2ccc(Cl)cc2)nc(N)c1C#N
  -9% | -3
> CCCn1cnc2sc(CC)cc2c1=O
  5% | -1
> CC(=O)Nc1ccc2c(c1)N(S(=O)(=O)c1cccs1)CCC2
  ? | .
> O=C1CCCN1CCCNC(=S)Nc1ccc(F)cc1
  ? | .
> Cc1ccc(Oc2coc3cc(O)ccc3c2=O)cc1
  ? | .
> COc1ccc(C2CC(c3ccc(C)o3)=NN2C(C)=O)cc1 (stereo unspecified)
  2% | 2
> COc1ccc(/C(C)=N/NC(=O)CN(c2ccc(OC)cc2)S(=O)(=O)c2ccccc2)cc1
  8% | 5
> Cc1ccc(NC(=O)CSc2nnc(Cc3csc(C)n3)o2)cc1
  ? | .
> Cc1c(N=C/C=C/c2ccccc2)c(=O)n(-c2ccccc2)n1C
  ? | .
> OCCC1CN(Cc2cccc(O)c2)CCN1CCc1ccccc1 (stereo unspecified)
  ? | .
> C/C=C/c1ccc(Oc2nnnn2-c2ccc(C(N)=O)cc2)c(OC)c1
  i | .
> CC(=O)C1=C(O)C(=O)N(CCC(=O)O)C1c1ccc(Cl)cc1Cl (stereo unspecified)
  2% | 14

Three structures from above, sorted by formula weight, highest first.
Fields: Lipid storage S3 | Lipid storage S3 cell count max
> Cc1cc(C)cc(NC(=S)NCCN(C2CCCCC2)C2CCCC2)c1
  ? | .
> O=C(N/N=C1\CC(c2ccccc2)Oc2ccccc21)c1ccc(O)cc1 (stereo unspecified)
  -18% | .
> COc1ccc(C2CC(c3ccc(C)o3)=NN2C(C)=O)cc1 (stereo unspecified)
  2% | 2

Next part
Fields: Lipid storage S3 | Lipid storage S3 cell count max
> O=S(=O)(Cc1ccccc1)NCC1CCCN(Cc2cccc3nonc23)C1 (stereo unspecified)
  -14% | 5
> CCn1cc(C(=O)Nc2cccc(NC(C)=O)c2)c2cc(OC)c(OC)cc2c1=O
  ? | .
> COc1cc(C(=O)NNC(=O)c2cc(=O)[nH]c3ccccc23)cc(OC)c1OC
  27%[0.0737 µM] | -22
> Cc1cccc(Oc2cc(NC(=O)Cn3cnc([N+](=O)[O-])n3)cc([N+](=O)[O-])c2)c1
  ? | .
> COc1ccc(CC(=O)N2CCN(c3cccc(C)c3C)CC2)cc1
  -6% | 9
> Cc1ccc(C(=O)NC(=S)Nc2ccc(N3CCOCC3)cc2)c(C)c1
  ? | .
> CC1CCC(NC(=O)c2ccc(CS(=O)(=O)Cc3ccccc3F)o2)CC1 (stereo unspecified)
  -1% | 24
> CC(Sc1nnc2ccccn12)C(=O)NCc1ccc2c(c1)OCO2 (stereo unspecified)
  ? | .
> O=C(CCN1C(=O)c2ccncc2C1=O)NCc1ccc(Cl)cc1
  ? | .
> CC(=O)c1ccc(N2CCN(c3ccccc3O)CC2)c([N+](=O)[O-])c1
  ? | .
> CCC(=O)c1ccc(O)c(CC=C(C)C)c1
  2% | -22
> O=C(CSc1nc2ccccc2s1)NCc1ccc2c(c1)OCO2
  ? | .
> Cc1ccsc1C=Nc1ccc(O)cc1
  -2% | -21
> CC(=O)c1cc2c(cc1NC(=O)C1CCC1)OCO2
  12% | 4
> COc1ccc(NC(=S)NC(=O)c2ccc(Br)o2)cc1
  ? | .
> COc1ccc(C2=NN(C(=O)c3ccccc3)C(c3ccccc3)C2)c(O)c1 (stereo unspecified)
  ? | .
> O=C(c1ccc(C#CC2(O)CCCCC2)cc1)N1CCN(Cc2ccccc2)CC1
  i | 0
> Cc1cc(NC(=O)CSCc2ccccc2C)no1
  ? | .
> Cc1oc2c(c(C)cc3oc(=O)c(CC(=O)N[C@@H](C)C(=O)O)c(C)c32)c1C
  -8% | 1
> O=C(Cn1c(CO)nc2ccccc21)NCCc1ccc(F)cc1
  ? | .
> C=CCNC(=O)c1sc(-c2ccccc2)nc1C
  -2% | -3
> OC(CN1CCN(c2ccccn2)CC1)Cn1c2ccccc2c2ccccc21 (stereo unspecified)
  ? | .
> CCCC1CCC(=C(C#N)C(N)=O)CC1 (stereo unspecified)
  ? | .
> Cc1ccccc1-c1nc(CN2CCC(C(=O)NCCC3=CCCCC3)CC2)c(C)o1
  7% | .
> CC(Oc1ccc(Cl)cc1Cl)C(=O)NCCC1=CCCCC1 (stereo unspecified)
  ? | .
> COCCOc1ccc(C(F)(F)F)cc1NC(=O)c1ccc(C)cc1
  2% | -9
> O=C(N/N=C/c1ccccn1)c1ccc([N+](=O)[O-])cc1
  ? | .
> NC(=O)COc1ccc(Cc2ncc(C(F)(F)F)cc2Cl)cc1
  2% | 12
> O=C(CSC1=NS(=O)(=O)c2cc(Cl)ccc2N1)NCc1ccccc1
  ? | .
> O=C(NCCCc1ccccc1)c1ccccc1O
  ? | .
> Cc1ccccc1CS(=O)(=O)CCC(=O)O
  ? | .
> Cc1ccc(C2(C)NC(=O)N(CC(=O)Nc3ccc(S(=O)(=O)Nc4nccs4)cc3)C2=O)cc1 (stereo unspecified)
  ? | .
> C/C(=N\NC(=O)C1CC1)c1ccc(Cl)c(Cl)c1
  ? | .
> CC1CCN(S(=O)(=O)c2c[nH]c(=O)[nH]c2=O)CC1
  ? | .
> O=C(O)CC12CC3CC(C1)CC(n1ncc(N4CCC5(CC4)OCCO5)c(Cl)c1=O)(C3)C2
  3% | -12
> O=C(c1ccc(N2CCCCS2(=O)=O)cc1)N1CCN(c2ccc(N3CCOCC3)nn2)CC1
  1% | 14
> CC1CCCC(NCC(=O)Nc2ccc(C(N)=O)cc2)C1C (stereo unspecified)
  ? | .
> CCOC(=O)N1CCc2c(sc(NC(=O)c3ccc(Cl)s3)c2C(N)=O)C1
  ? | .
> CC(=O)Nc1ccc(NC(=O)c2cc(-c3ccccc3)nc3ccccc23)cc1
  ? | .
> COCCCNC(=S)N/N=C/c1ccc(OC)cc1
  12% | 15

Full records as entered above. Order of values: Lipid storage S3	Lipid storage S3 cell count max
Cc1ccccc1CS(=O)(=O)CCC(=O)O is entered as ?	.
N/C(=N\OC(=O)CCCc1ccccc1)c1cccnc1 is entered as 2%	.
O=C(CSC1=NS(=O)(=O)c2cc(Cl)ccc2N1)NCc1ccccc1 is entered as ?	.
CCCn1c(=NC(=O)CS(=O)(=O)c2ccccc2)sc2cc(S(C)(=O)=O)ccc21 is entered as i	.
C=CCNC(=O)c1sc(-c2ccccc2)nc1C is entered as -2%	-3

(continued)
Fields: Lipid storage S3 | Lipid storage S3 cell count max
> COc1ccc(CCNS(=O)(=O)c2cc(C(=O)O)c(Cl)cc2Cl)cc1
  ? | .
> COc1ccc(-c2n[nH]c(C)c2-c2cnn(-c3ccccc3)c2)c(O)c1C
  ? | .
> CCc1ccc(/C=N/N2CCN(c3ccccn3)CC2)cc1
  12% | 13
> COC(=O)C(C(=O)Nc1ncccn1)C1CCCCCC1 (stereo unspecified)
  1% | 10
> Cc1ccccc1NC(=O)COC(=O)CC1CCCC1
  ? | .
> Cc1ccc(Cn2nc(C)c(NC(=O)c3nn(C)cc3Cl)c2C)cc1
  6% | -16
> Nc1ccc2oc(=O)c(-c3ccccc3)cc2c1
  19% | 1
> CCOC(=O)C1=C(C)Nc2nnnn2C1c1cccc(OC)c1OC (stereo unspecified)
  9% | 2
> CCOC(=O)N1CCN(C(=O)C2CCCN(S(=O)(=O)c3cccnc3)C2)CC1 (stereo unspecified)
  14% | 18
> Cc1ccc(N(C(=O)CNC(=O)c2ccco2)C(C(=O)NC2CCCCC2)c2cccnc2)cc1F (stereo unspecified)
  ? | .
> COc1ccc(/C=N/NC(=O)c2cccc([N+](=O)[O-])c2)cc1OC(=O)c1ccccc1
  ? | .
> COc1ccc(C(N)=O)c(OCC(=O)Nc2cc(C)on2)c1
  11% | 2
> O=C(Oc1ccccc1)c1cc2ccccc2oc1=O
  -5% | -18
> Cc1nn2c(=S)[nH]nc2[nH]c1=O
  -12% | -8
> CC(=O)N1CCN(c2ccc(NC(=O)c3ccc(Cl)c([N+](=O)[O-])c3)cc2)CC1
  ? | .
> CC(C)Cn1c(SCC(=O)Nc2cccc(S(N)(=O)=O)c2)nc2ccccc2c1=O
  ? | .
> CCc1ccc2[nH]c(=O)c(C(c3nnnn3CC3CCCO3)N3CCN4CCCC4C3)cc2c1 (stereo unspecified)
  i | .

Compound activity as filed in PubChem.

Not all compounds are listed. The share of hits here may be higher or lower than overall.
